From PubChem
hDAT+cocaine – changed human dopamine transporter uptake under cocaine IC80; LLC-PK1 hDAT cells, [14C]-dopamine uptake with cocaine IC80; actives deviate in either direction; B-score at 10 µM; hit rate 1.3% among 110,000; AID 449768;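 active means Z score or B-score, a plate-position-corrected score, falls beyond the plate's 99.7% confidence bounds, in either direction; inactive means both scores lie inside the 99.7% bounds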;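 further: scored against the spread of the other compound wells on the same plate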
Target sequence (Q01959 whole entry, looked up): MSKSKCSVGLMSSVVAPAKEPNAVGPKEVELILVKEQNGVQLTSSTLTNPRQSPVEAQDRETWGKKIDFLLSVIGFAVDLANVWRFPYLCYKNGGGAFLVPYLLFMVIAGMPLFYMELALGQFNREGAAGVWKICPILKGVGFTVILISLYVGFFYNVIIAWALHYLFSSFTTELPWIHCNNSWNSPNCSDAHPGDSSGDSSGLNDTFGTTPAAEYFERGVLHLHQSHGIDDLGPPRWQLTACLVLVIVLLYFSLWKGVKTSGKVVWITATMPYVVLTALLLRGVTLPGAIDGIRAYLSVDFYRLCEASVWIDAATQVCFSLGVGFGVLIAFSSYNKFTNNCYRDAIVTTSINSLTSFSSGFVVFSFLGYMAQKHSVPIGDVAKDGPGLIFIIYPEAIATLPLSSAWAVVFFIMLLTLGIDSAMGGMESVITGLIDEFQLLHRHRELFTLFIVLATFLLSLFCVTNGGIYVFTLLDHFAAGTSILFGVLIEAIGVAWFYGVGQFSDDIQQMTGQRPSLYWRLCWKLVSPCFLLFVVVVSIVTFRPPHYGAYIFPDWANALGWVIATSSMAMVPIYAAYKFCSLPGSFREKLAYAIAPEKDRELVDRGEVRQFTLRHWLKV
cytoskel mod – modifiers of cytoskeleton assembly | HUVEC TNFa F-actin phalloidin imaging, high content | hit rate 0.18% among 91,000 | inhibition, % at 2 µM;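 active means inhibition above the batch mean plus 3 SD and confirmed as a hit by visual image inspection, cut at about 30% in these data, passing the limit was not always enough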; further: strong numbers were not always called active
Plk1 PBD FP – blocks phosphopeptide binding to human Plk1 polo box domain | Plk1 PBD phosphopeptide binding, fluorescence polarization | AID 693 | inhibition, %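 (tested at about 20 µM)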 | hit rate 0.13% among 97,000 | P53350; in the data active means inhibition above about 34%, passing the limit was not always enough
IL1B cytotox – toxic to HUVEC cells under IL-1B stimulation; HUVEC cell count loss, Hoechst imaging, IL-1B stimulated; cell count reduction, % at 2 µM; hit rate 0.41% among 94,000;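 active means cell count reduction more than 3 SD above the screen-wide mean, cut at about 70% in these data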;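 further: normalized per plate to untreated control cells as the no-loss baseline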
E coli WT exp – growth inhibitors of E. coli BW25113 wild type; OD600 absorbance; growth inhibition, % at 100 µM; hit rate 0.15% among 98,000; AID 710;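 active means growth inhibition above about 50% at one test dose, limit read from the data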;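 further: growth measured after 20 h incubation at 37 °C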
PLK1 kinase inh – blocks human PLK1 kinase activity; P53350; recombinant PLK1 kinase, TR-FRET peptide phosphorylation; inhibition, % at 10 µM; hit rate 0.53% among 97,000; AID 619;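 active means inhibition of 50% or more in the single-concentration screen; inactive means inhibition below 50%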;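 further: 0% = DMSO max control and 100% = H-89 dihydrochloride min control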
sEH inhibitor – blocks human soluble epoxide hydrolase activity | P34913 | recombinant human sEH enzymatic activity assay | inhibition, % at 2 µM | hit rate 0.34% among 91,000; in the data active means inhibition above about 80%; further: values of inactives mirror those of a sister screen read the other way; many of its hits are not listed in these tables
HUVEC tox TNFa – toxic to HUVEC cells under TNF alpha stimulation | HUVEC TNFalpha-stimulated, Hoechst cell count, imaging | AID 848 | hit rate 0.17% among 93,000 | cell count reduction, % at 2 µM;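 active means cell count reduction exceeding the screen mean by over 5 SD, scaled to untreated wells per plate, cut at about 78% in these data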;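 further: cells counted after 24 h of TNF alpha exposure following the 1 h pretreatment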
VCAM1 TNFa inh – reduces TNF alpha induced VCAM1 expression in HUVEC; HUVEC TNFa-induced VCAM-1 immunofluorescence, high-content imaging; inhibition, % at 2 µM; hit rate 0.48% among 95,000;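 active means inhibition above the batch mean plus 3 SD, with images confirmed as a hit by eye, cut at about 37% in these data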;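 further: 0% = TNF-stimulated DMSO wells and 100% = unstimulated control wells; not every result past the cut was called active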
* = called active by the depositor; . = not tested or not shown.

item | smiles | hDAT+cocaine | cytoskel mod | Plk1 PBD FP | IL1B cytotox | E coli WT exp | PLK1 kinase inh | sEH inhibitor | HUVEC tox TNFa | VCAM1 TNFa inh
1 | COC(=O)c1[nH]c2ccc(C)cc2c1NC(=O)C(C)N1CCN(C2CCCCC2)CC1 (stereo unspecified) | 0.17 | 17 | 10 | 17 | 28 | -12 | -10 | -30 | -2
2 | O=C(Nc1ccccc1Oc1ccccc1)c1cnccn1 | -0.76 | -6 | -5 | -16 | -3 | -15 | -1 | -9 | -6
3 | COc1cccc(N=Cc2c[nH][nH]c2=O)c1 | -7.7* | 8 | 17 | -33 | 2 | -12 | 8 | -19 | 3
4 | Cc1ccccc1-n1c(C)n[nH]c1=S | 0.3 | 16 | -2 | -32 | 6 | -1 | -4 | -7 | 4
5 | C/C(=N\NC(=O)c1ccccc1O)C1C(=O)c2ccccc2C1=O | -3.7* | 21 | -34 | -3 | 9 | -6 | 5 | -29 | -6
6 | Cc1ccc(-c2nnc(COc3cccc(-n4cnnn4)c3)o2)cc1 | -11* | 1 | 17 | -26 | -1 | 5 | -8 | -33 | 6
7 | COc1ccc(OC)c(NC(=O)N[C@@H](Cc2ccccc2)C(=O)O)c1 | -0.59 | 12 | -7 | -12 | -4 | 6 | 7 | -20 | 2
8 | COC(=O)C1=C(CSCc2ccco2)NC(=O)NC1c1cc(C)ccc1C (stereo unspecified) | 1.7 | -11 | -18 | -10 | 5 | -4 | -2 | 5 | 3
9 | Cc1cccc(NC(=O)Cn2cccc2)c1 | -0.069 | -35 | -18 | -20 | 11 | -3 | 2 | -5 | -7
10 | Cn1c(SCc2nc(-c3ccccc3)no2)nnc1-c1cccs1 | -0.75 | -8 | 16 | -35 | . | -13 | 11 | -10 | -12
11 | O=C(O)c1ccccc1C(=O)c1cccs1 | -1.3 | -18 | 11 | 7 | 0 | -12 | -1 | 12 | -29
12 | O=C(NC12CC3CC(CC(C3)C1)C2)c1cc2nc(-c3ccco3)cc(C(F)(F)F)n2n1 | -0.0029 | -2 | -11 | 16 | -5 | -15 | -5 | -22 | -4
13 | c1ccc2c(CNc3ccc(CNc4ncn[nH]4)cc3)cccc2c1 | 1.6 | -18 | -24 | 25 | . | -2 | -8 | -1 | -17
14 | CCCCC(=O)Nc1ccc(N2CCN(C(=O)CC)CC2)cc1 | -1.7 | -21 | -5 | -54 | -3 | 0 | 2 | -24 | 3
15 | c1ccc2c(c1)nc1n2CCS1 | -0.57 | 20 | 6 | -19 | 8 | -14 | -2 | -2 | 5
16 | CC(C)c1nc2ccc(C(=O)O)cc2[nH]1 | 0.053 | 42 | -11 | 1 | -2 | 2 | -20 | -10 | -15
17 | COc1ccc(CN(CC2CCCO2)S(=O)(=O)c2ccc(C(=O)O)cc2)cc1OC (stereo unspecified) | -0.49 | 8 | 10 | 10 | 0 | 0 | -2 | 2 | -2
18 | CCCCCn1c(SCC#N)nc2cc(C(=O)NCC3CCCO3)ccc2c1=O (stereo unspecified) | 0.029 | 4 | -2 | -6 | 5 | -28 | 3 | -13 | -1
19 | Cc1cccc(N2C(=O)c3cccc4c(N(C)CCO)ccc(c34)C2=O)c1 | 0.048 | -8 | -128 | -4 | 0 | -29 | -4 | -41 | -8
20 | Cc1ccc2[nH]c(C)c(/C=N/Nc3nc4ccccc4s3)c2c1 | 0.026 | 10 | 2 | -8 | -1 | -11 | -10 | -6 | 15
21 | CCCC1CCc2c(sc(NC(=O)c3cccs3)c2C(N)=O)C1 (stereo unspecified) | -0.14 | -1 | 0 | 9 | -6 | -12 | -4 | 1 | -8
22 | COCCNC(=O)c1onc(CSc2cc(C)cc(C)c2)c1C(=O)O | 0.077 | 27 | 1 | 2 | -5 | -2 | -3 | -53 | 15
23 | COCCNC(=O)CN1CCN(Cc2cccc(Cl)c2)C1=O | 0.037 | -6 | 6 | 29 | -1 | 20 | 10 | -35 | 19
24 | COc1cccc(C2C(C(=O)c3ccc(C)o3)=C(O)C(=O)N2CCCN(C)C)c1 (stereo unspecified) | . | 5 | -28 | -25 | . | -10 | 2 | 43 | 35
25 | CCOC(=O)N1CCN(C(=O)COc2ccc(S(=O)(=O)NCC(C)C)cc2C)CC1 | 0.14 | . | 4 | -9 | 1 | -8 | -12 | -9 | 2
26 | COc1ccc(-c2noc(-c3ccccc3-c3ccccc3)n2)cc1 | 1.4 | 7 | -5 | -2 | -12 | -3 | 1 | -6 | 5
27 | CC1Cc2ccccc2N1C(=O)CN1C(=O)COc2ccccc21 (stereo unspecified) | 0.27 | -4 | -33 | -16 | 4 | -12 | -7 | 8 | 13
28 | CCCCNC(=O)OCCNC(=O)NC | -0.26 | 28 | -21 | -9 | -3 | -4 | -14 | -44 | 14
29 | COC(=O)/C(=C\Nc1ccc(Cl)cc1Cl)NC(=O)c1ccc(Cl)cc1Cl | . | -2 | -14 | 2 | -4 | -5 | 7 | -22 | 12
30 | O=C(COC(=O)c1ccccn1)NC1CCCCC1 | -1.7 | -5 | -17 | 14 | 0 | -11 | 6 | 3 | 10

Part of the list above in order of SMILES length, largest number first:
item | smiles | hDAT+cocaine | cytoskel mod | Plk1 PBD FP | IL1B cytotox | E coli WT exp | PLK1 kinase inh | sEH inhibitor | HUVEC tox TNFa | VCAM1 TNFa inh
12 | O=C(NC12CC3CC(CC(C3)C1)C2)c1cc2nc(-c3ccco3)cc(C(F)(F)F)n2n1 | -0.0029 | -2 | -11 | 16 | -5 | -15 | -5 | -22 | -4
23 | COCCNC(=O)CN1CCN(Cc2cccc(Cl)c2)C1=O | 0.037 | -6 | 6 | 29 | -1 | 20 | 10 | -35 | 19
15 | c1ccc2c(c1)nc1n2CCS1 | -0.57 | 20 | 6 | -19 | 8 | -14 | -2 | -2 | 5

(cont.)
item | smiles | hDAT+cocaine | cytoskel mod | Plk1 PBD FP | IL1B cytotox | E coli WT exp | PLK1 kinase inh | sEH inhibitor | HUVEC tox TNFa | VCAM1 TNFa inh
31 | CCOc1ccc(N(CC(=O)NCc2cccc(OC)c2)S(=O)(=O)c2c(C)noc2C)cc1 | -0.48 | -7 | 5 | 4 | -5 | -6 | -16 | 16 | -10
32 | O=C(CCn1c(=O)oc2ccccc21)N1CCN(c2ccccc2F)CC1 | 2.1 | 0 | -18 | -4 | 4 | -15 | . | 80* | 41
33 | Cc1cnc(C(=O)OCC(=O)N2c3ccccc3NC(=O)C2(C)C)cn1 | 0.58 | 24 | -13 | -4 | -12 | -3 | 14 | -11 | 6
34 | O=C(COc1ccccc1[N+](=O)[O-])N/N=C/C=C/c1ccco1 | . | -14 | -2 | -8 | -1 | -6 | 12 | 10 | 1
35 | CS(=O)(=O)N(CC(=O)N1CCCCCC1)c1cccc(Br)c1 | -1.3 | -5 | 3 | -30 | -7 | 1 | . | -15 | 13
36 | O=S(=O)(NC1CCCC1)c1cccc(-c2nnc(-c3ccccc3)o2)c1 | -0.22 | 5 | 16 | 13 | 1 | 8 | 3 | -19 | -6
37 | COc1ccc(-c2noc(CN3C(=O)c4ccccc4C3=O)n2)cc1 | -0.71 | -6 | 13 | 2 | -6 | -14 | 7 | 6 | 1
38 | CCc1ccc2nc(N3CCN(C)CC3)c(C#N)cc2c1 | -0.42 | -10 | -4 | -13 | 7 | -2 | 5 | -33 | 23
39 | O=C(Nc1nnc(-c2ccc(Cl)cc2)o1)c1nc2ccccc2s1 | 0.16 | -4 | -12 | 6 | 3 | -31 | 14 | -14 | -11
40 | Cc1ccc(S(=O)(=O)N2CCN(Cc3nc4ccccc4[nH]3)CC2)cc1C | 0.54 | 3 | 10 | 1 | 2 | -3 | -6 | 4 | 14
41 | Cc1cc(-c2csc(N)n2)c(C)n1CCc1ccccc1 | -0.51 | -10 | -20 | -20 | -5 | -12 | . | -23 | -1
42 | Cc1nc2nc(-c3ccco3)[nH]n2c(=O)c1C | -0.29 | -4 | -17 | -13 | 9 | -7 | -26 | -12 | 4
43 | Cc1ccc(SCc2cc(=O)n3[nH]cnc3n2)cc1 | -0.027 | -3 | -15 | -62 | . | -6 | 8 | -7 | -12
44 | O=C(NCCCN1CCCC1=O)c1csc2ccccc12 | -0.068 | 9 | -7 | -33 | 3 | -10 | -2 | -29 | 13
45 | Cc1oc(/N=C/c2ccccc2O)c(C#N)c1C | -0.062 | . | 10 | 10 | -5 | -9 | 2 | -25 | -6
46 | Cc1snc(S(=O)(=O)/C(C#N)=N/Nc2cccc(C(F)(F)F)c2)c1C#N | -0.71 | -12 | -5 | -12 | 7 | -10 | -14 | 25 | 10
47 | CSCCC(NC(=O)OC(C)(C)C)C(=O)NC(C(=O)NC(CC(C)C)C(N)=O)C(C)C (stereo unspecified) | 0.021 | . | 11 | -7 | 2 | -3 | 5 | -40 | -2
48 | COc1ccccc1/C=N/NC1=NCCCCC1 | 0.13 | 0 | -29 | -1 | 6 | 2 | 4 | 44 | 0
49 | O=C(Cc1cccs1)Nc1ccc(S(=O)(=O)N2CCCCC2)cc1 | -0.084 | 19 | 7 | 14 | -1 | -6 | 45 | 7 | -7
50 | CC(=O)NCCn1c(SCc2ccccc2F)nc2ccccc2c1=O | 0.76 | -16 | -7 | 3 | -4 | -6 | -2 | -18 | -7
51 | O=C(c1ccc(Cl)c(Cl)c1)N1CCCC1 | -0.84 | -5 | -6 | 3 | 5 | -11 | -4 | -9 | -12
52 | O=C(Nc1nc(-c2ccc(S(=O)(=O)N3CCCC3)cc2)cs1)c1ccco1 | -0.77 | 10 | -2 | -4 | -1 | 15 | -5 | -19 | 18
53 | CCn1nnc(NC(=O)c2sc3ccccc3c2Cl)n1 | 0.39 | 9 | 6 | -30 | . | 18 | 13 | -22 | 4
54 | CCOc1cc(CNc2ccc(OC)cc2)cc(Br)c1OCC(=O)NC(C)(C)C | 0.27 | 6 | 17 | -9 | -14 | -10 | 0 | 17 | 4
55 | Cc1cc(CCN2CCC(=O)NC2=S)ccc1OC(C)C | 0.069 | 6 | -27 | 4 | -4 | -2 | 5 | -5 | 4
56 | O=C(O)Cn1c(-c2ccccc2)nc2ccccc21 | -1.1 | 12 | 9 | 18 | 0 | -9 | -10 | -10 | 7
57 | COC(=O)c1c(NC(=O)COC(=O)Cn2cnc3ccccc32)sc(C)c1C | -0.43 | -28 | -6 | 10 | -1 | -1 | -19 | 18 | -14
58 | COc1ccc(C2C(C(=O)OCC(=O)NC(C)(C)C)CCC(=O)N2c2ccc(C)cc2)cc1OC (stereo unspecified) | -0.76 | 8 | -3 | 0 | 5 | -4 | 0 | -22 | 11
59 | CS(=O)(=O)Nc1cccc(C2=NN(S(=O)(=O)c3ccccc3)C(c3cccs3)C2)c1 (stereo unspecified) | -0.014 | -13 | -11 | -6 | -15 | -8 | 5 | 9 | -4
60 | O=C1NCC2=C1C(c1ccc(Br)cc1)Nc1ccccc1N2 (stereo unspecified) | -0.044 | -42 | 22 | -14 | 4 | -6 | -17 | -22 | 16
61 | CCOC(=O)C1=C(N)Oc2cc(O)ccc2C1c1cccnc1 (stereo unspecified) | 0.26 | 2 | 9 | -4 | 8 | -4 | -3 | 20 | 8
62 | CN(C)CCCNC(=O)c1ccc2[nH]c3ccccc3c2c1 | -1.1 | -45 | -11 | 2 | 7 | -12 | -5 | 21 | 5
63 | O=C(NCC1CCCO1)C1CCN(S(=O)(=O)c2cccnc2)CC1 (stereo unspecified) | -0.047 | -5 | -4 | -3 | -13 | -15 | 2 | . | 16
64 | CCOn1c(=O)c(-c2cc3ccccc3o2)[n+]([O-])c2ccccc21 | 1.2 | -11 | 10 | 6 | 4 | -3 | -5 | -13 | 18
65 | CCOC(=O)C1=C(N)N(c2ccc(N3CCCCC3)cc2)C(=O)C1 | 1.5 | -9 | -7 | -17 | -6 | -10 | -6 | -33 | -4
66 | C=CCNC(=O)c1ccccc1NC(=O)c1ccc(Cl)c(S(=O)(=O)Nc2cc(C)ccc2C)c1 | -0.16 | 3 | -6 | -32 | -12 | -15 | 2 | -9 | 5
67 | CCOC(=O)c1[nH]c(CSc2nnc(-c3ccc(OC)cc3)o2)c(C(=O)OCC)c1C | -0.53 | -5 | 14 | 10 | -13 | -11 | -1 | -1 | 14
68 | CCn1c(=O)cc(SCC(=O)NCCN2CCN(Cc3ccccc3)CC2)c2ccccc21 | 0.36 | -20 | 11 | -21 | -2 | -7 | 18 | -3 | 9
